RGS4-Gao reg = human RGS4-Galphao interaction regulation | P09471 | Multiplexed bead flow cytometry, RGS4-Galphao binding; actives lie on both sides | binding response (% of control), % at 10 µM | 220,000 compounds, 0.33% hits; in the data active means binding response below about 49% or above about 150%; inactive means in between;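 further: fluorescent Galphao activated with aluminum fluoride binding bead-coupled RGS4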
RGS7-Gao reg = modulates binding of RGS7 to human Galphao | P09471 | Multiplexed bead flow cytometry; actives lie on both sides | binding response (% of control), % at 10 µM | 220,000 compounds, 0.35% hits; in the data active means binding response below about 49% or above about 150%; inconclusive means no clear call, values can overlap the other calls; inactive means in between;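 further: fluorescent Galphao held in activated GDP-AlF4 state binding bead-coupled RGS7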
Bim-Bcl-B = human Bim-Bcl-B interaction inhibition. bead-based flow cytometry, Bim peptide-Bcl-B binding. inhibition, % at 10 µM. 190,000 compounds, 0.073% hits. AID 951;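 further: 0% = tracer peptide without compound and 100% = reference inhibitor peptide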
Mcl-1 Bim block = inhibitors of Bim-Mcl-1 interaction, human. Q07820. Bead-based flow cytometry, Bim peptide-Mcl-1 binding. inhibition, % at 10 µM. 190,000 compounds, 0.1% hits;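 further: 0% = no compound tracer wells and 100% = peptide blocker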
Bim-Bcl-2 = disrupts Bim peptide binding to human Bcl-2; Bead-based flow cytometry, Bim peptide-Bcl-2 binding; inhibition, % at 10 µM; AID 950; 190,000 compounds, 0.06% hits; in the data active means inhibition above about 40%; inconclusive means no clear call, values can overlap the other calls;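 further: 0% = no compound wells with probe peptide and 100% = reference peptide inhibitor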
Target sequence (P10415 whole entry, looked up): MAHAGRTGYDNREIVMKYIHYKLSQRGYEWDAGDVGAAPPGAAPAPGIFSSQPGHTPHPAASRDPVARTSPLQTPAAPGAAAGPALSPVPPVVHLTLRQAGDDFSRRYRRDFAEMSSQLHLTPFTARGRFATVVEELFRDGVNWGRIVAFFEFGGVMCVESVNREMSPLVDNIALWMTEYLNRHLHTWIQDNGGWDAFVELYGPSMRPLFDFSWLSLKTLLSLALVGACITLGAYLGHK
Bcl-W Bim block = human Bim-Bcl-W interaction inhibition. Q92843. bead-based flow cytometry, Bim peptide-Bcl-W binding. inhibition, % at 10 µM. 190,000 compounds, 0.02% hits. AID 952;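 further: 0% = bound tracer without compound and 100% = peptide blocker; higher means less fluorescent Bim peptide bound to Bcl-W beads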
RGS8-Gao = regulators of human RGS8-Galphao interaction; P09471; multiplexed bead flow cytometry, RGS8-Galphao binding; actives lie on both sides; response (percent of control binding), % at 10 µM; 220,000 compounds, 0.34% hits; AID 1423; in the data active means response below about 60% or above about 140%; inactive means in between;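 further: Galphao activated as the GDP aluminium fluoride complex binding bead-coupled RGS8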
Bim-Bcl-XL = disrupts Bim peptide binding to human Bcl-XL. 190,000 compounds, 0.04% hits. Q07817. inhibition, % at 10 µM. bead flow cytometry, fluorescence. AID 1007
Bim-Bfl-1 = inhibitors of Bim-Bfl-1 interaction, human; 190,000 compounds, 0.12% hits; inhibition, % at 10 µM; AID 1008; Bead-based flow cytometry, Bim-Bfl-1 binding inhibition;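 further: 0% = wells without compound plus tracer and 100% = blocker peptide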
ABCB1 block = human ABCB1 inhibition, ABCG2 as counter-screen; P08183; CCRF-Adr cells, JC-1 efflux, flow cytometry; inhibition, % at 6.6 µM; 190,000 compounds, 0.067% hits; AID 1326; in the data active means inhibition above about 40%;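 further: 0% = vehicle and 100% = reference inhibitor; higher value means more JC-1 retained so stronger ABCB1 efflux block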
ABCG2 inh = blocks JC-1 efflux by human ABCG2 transporter. inhibition, % at 6.6 µM. AID 1325. 190,000 compounds, 0.1% hits. IgMXP3 cells, flow cytometry. Q9UNQ0;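 active means inhibition above 80%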;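 further: 0% = DMSO and 100% = nicardipine control wells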
Target sequence (Q9UNQ0 whole entry, looked up): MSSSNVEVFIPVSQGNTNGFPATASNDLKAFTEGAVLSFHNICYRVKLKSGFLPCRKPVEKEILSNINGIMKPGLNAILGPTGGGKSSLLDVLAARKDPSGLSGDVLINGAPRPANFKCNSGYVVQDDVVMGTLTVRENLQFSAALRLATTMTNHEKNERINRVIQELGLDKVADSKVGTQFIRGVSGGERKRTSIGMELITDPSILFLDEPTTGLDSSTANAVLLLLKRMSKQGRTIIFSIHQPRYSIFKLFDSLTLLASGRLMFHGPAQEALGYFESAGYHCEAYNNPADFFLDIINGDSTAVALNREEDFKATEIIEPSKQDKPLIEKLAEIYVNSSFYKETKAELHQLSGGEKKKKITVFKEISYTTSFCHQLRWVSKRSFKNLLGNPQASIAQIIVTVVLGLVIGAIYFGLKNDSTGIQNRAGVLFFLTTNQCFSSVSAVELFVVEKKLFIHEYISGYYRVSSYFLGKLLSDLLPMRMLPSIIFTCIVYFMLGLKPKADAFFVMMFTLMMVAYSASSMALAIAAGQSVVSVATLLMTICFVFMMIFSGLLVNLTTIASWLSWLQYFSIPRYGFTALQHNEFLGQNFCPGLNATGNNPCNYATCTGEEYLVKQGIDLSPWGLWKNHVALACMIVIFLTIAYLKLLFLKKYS
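Read-out basis: Efflux inhibition in percent versus controls | Test system: ABCG2 IgMXP3 and barcoded ABCB1 CCRF-Adr cell mix | Quantity: 3 million cells/mL in well | Schedule: 10 min at 25 °C | Control set: Nicardipine as high control, DMSO as low control | Reagent: JC-1 as fluorescent efflux pump substrate | Signal: Flow cytometry of retained JC-1 fluorescence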
An asterisk follows results filed as active; ? = inconclusive. Unless noted, no stated cut-off is given here; in the data, active means inhibition above about 40%.

no.	Compound	RGS4-Gao reg	RGS7-Gao reg	Bim-Bcl-B	Mcl-1 Bim block	Bim-Bcl-2	Bcl-W Bim block
1	COc1ccc(N2C(=O)/C(=C\c3ccco3)N=C2SCC(N)=O)cc1Cl	94	94	4	3	0	2
2	Cc1cccc(/C=C/C(=O)c2ccc(NC3=NCCCS3)cc2)c1	101	99	-6	-4	-2	-4
3	CC(C)(C)SCCNC(=O)CN(c1ccc(F)cc1)S(=O)(=O)c1ccccc1	102	106	1	16	1	1
4	Cc1ccc(C)c(S(=O)(=O)NCCCN2CCOCC2)c1	97	101	-2	-1	0	0
5	COc1ccc(CNC(=O)c2cccnc2Sc2ccc(C)c(C)c2)cc1	99	102	-1	0	1	-3
6	CN(c1ccc(C(=O)NCc2ccco2)cc1)S(C)(=O)=O	99	101	-5	4	-10	-1
7	COc1cccc(C2CC(C(F)(F)F)n3nc(C(=O)NCc4cccnc4)cc3N2)c1 (stereo not drawn)	98	97	-6	0	-6	0
8	Cc1ccccc1S(=O)(=O)Cc1ccc(C(=O)N2CCN(c3ncccn3)CC2)o1	107	101	-5	0	-4	0
9	CCCNC(=O)N1CCC(C(=O)c2ccc(F)cc2)CC1	99	98	-2	-4	-2	-1
10	CCOCCNC(=O)c1ccccc1C(=O)NCCOCC	110	99	4	2	6	-1

no.	RGS8-Gao	Bim-Bcl-XL	Bim-Bfl-1	ABCB1 block	ABCG2 inh
1	95	3	6	0.3	1
2	102	-4	-1	2.4	64
3	101	3	-5	2.6	6
4	102	-1	-5	0.2	1
5	103	-1	0	-2.2	16
6	100	0	-8	0.4	1
7	100	-3	-6	3.3	19
8	104	-4	-6	0.3	0
9	101	-2	-4	0.1	1
10	102	0	1	0.5	3

Structural class, the compounds so far containing four or more nitrogen atoms.
no.	Compound	RGS4-Gao reg	RGS7-Gao reg	Bim-Bcl-B	Mcl-1 Bim block	Bim-Bcl-2	Bcl-W Bim block
7	COc1cccc(C2CC(C(F)(F)F)n3nc(C(=O)NCc4cccnc4)cc3N2)c1 (stereo not drawn)	98	97	-6	0	-6	0
8	Cc1ccccc1S(=O)(=O)Cc1ccc(C(=O)N2CCN(c3ncccn3)CC2)o1	107	101	-5	0	-4	0

no.	RGS8-Gao	Bim-Bcl-XL	Bim-Bfl-1	ABCB1 block	ABCG2 inh
7	100	-3	-6	3.3	19
8	104	-4	-6	0.3	0

More results.
no.	Compound	RGS4-Gao reg	RGS7-Gao reg	Bim-Bcl-B	Mcl-1 Bim block	Bim-Bcl-2	Bcl-W Bim block
11	Cc1ccc(S(=O)(=O)n2c(=O)oc3ccccc32)cc1	106	?	-1	-5	-1	-7
12	Cc1cccc(C(=O)N[C@H](C(=O)Nc2nnc(C3CC3)s2)C(C)C)c1	100	105	-11	-25	-8	-12
13	COc1cccc(/C(O)=C/C(=O)C(=O)Nc2ccc(S(=O)(=O)NC(C)=O)cc2)c1	106	106	-3	-5	-1	-2
14	CCNC(=O)CC1C(=O)N(c2ccc(F)cc2)C(=O)N1Cc1ccc(OC)cc1 (stereo not drawn)	99	101	-1	4	3	2
15	CCOc1ccc(C2N(c3cc(Cl)ccc3OC)C(=O)C3CCCN32)cc1OC (stereo not drawn)	102	100	-8	1	-1	0
16	O=S(=O)(/N=C(\Sc1ccccc1)c1ccccc1)c1ccc(Cl)cc1	100	101	-8	-2	1	-4
17	COc1ccc(CCn2nnnc2C(CC(C)C)N2CCC(C(N)=O)CC2)cc1OC (stereo not drawn)	120	118	0	-5	-3	-1
18	CCOC(=O)/C=C/C(=O)Nc1cccc([N+](=O)[O-])c1	95	93	10	0	6	4
19	Cc1c(Cl)cccc1NC(=O)CCCn1cnc([N+](=O)[O-])n1	92	92	-1	-2	-3	-3
20	O=C(Nc1cccc(F)c1)NC1(C(=O)N2CCN3CCCC3C2)CCCCC1 (stereo not drawn)	96	101	-7	-4	-3	-5

no.	RGS8-Gao	Bim-Bcl-XL	Bim-Bfl-1	ABCB1 block	ABCG2 inh
11	103	-4	2	1.1	7
12	98	-13	-5	1.3	0
13	103	-5	-2	0.5	24
14	100	0	0	0.5	4
15	103	-4	-9	0.4	2
16	99	-6	1	0.5	2
17	119	-9	-4	0.2	1
18	80	0	8	-0.5	5
19	92	-3	3	1.0	7
20	98	-7	-3	0.8	7

Whole records as entered above. Order of values: RGS4-Gao reg	RGS7-Gao reg	Bim-Bcl-B	Mcl-1 Bim block	Bim-Bcl-2	Bcl-W Bim block	RGS8-Gao	Bim-Bcl-XL	Bim-Bfl-1	ABCB1 block	ABCG2 inh
COc1ccc(N2C(=O)/C(=C\c3ccco3)N=C2SCC(N)=O)cc1Cl is listed with 94	94	4	3	0	2	95	3	6	0.3	1
CCNC(=O)CC1C(=O)N(c2ccc(F)cc2)C(=O)N1Cc1ccc(OC)cc1 (stereo not drawn) is listed with 99	101	-1	4	3	2	100	0	0	0.5	4
COc1ccc(CNC(=O)c2cccnc2Sc2ccc(C)c(C)c2)cc1 is listed with 99	102	-1	0	1	-3	103	-1	0	-2.2	16
Cc1ccc(S(=O)(=O)n2c(=O)oc3ccccc32)cc1 is listed with 106	?	-1	-5	-1	-7	103	-4	2	1.1	7
CCCNC(=O)N1CCC(C(=O)c2ccc(F)cc2)CC1 is listed with 99	98	-2	-4	-2	-1	101	-2	-4	0.1	1

Further structures follow:
no.	Compound	RGS4-Gao reg	RGS7-Gao reg	Bim-Bcl-B	Mcl-1 Bim block	Bim-Bcl-2	Bcl-W Bim block
21	N#Cc1c(Cl)nc(SCc2ccccc2)nc1-c1ccccc1	85	85	0	0	0	5
22	Cc1cc(C)cc(-n2nnnc2SCC(=O)Nc2cccc(NC(=O)c3ccco3)c2)c1	97	103	1	0	-2	0
23	CCn1c(=O)c(=O)n(CC)c2cc(S(=O)(=O)Nc3cccc(OC)c3)ccc21	98	98	-11	-3	-9	-1
24	O=C(Nc1ccc2c(c1)OCO2)C(c1ccc(Cl)cc1)N1CCN(C(=O)c2ccco2)CC1 (stereo not drawn)	101	102	-3	-1	-1	0
25	CCNC(=O)CC1C(=O)N(c2ccc(F)cc2)C(=O)N1Cc1cccs1 (stereo not drawn)	96	101	-6	-1	-3	-2
26	CNC(=O)C(=O)NCCCN1CCOCC1	99	95	-3	-1	-3	-2
27	COc1ccc2c(c1)C(C)CC(C)(C)N2C(=O)CSc1nc2ccccc2s1 (stereo not drawn)	112	102	-15	-12	-8	-16
28	CCN(CC)C(=O)Oc1ccc(Br)c2ccccc12	96	96	-6	-4	-4	-3
29	CCOC(=O)c1c(C)oc2c1c(C=NCCC(=O)O)c(O)c1ccccc12	101	101	-1	-1	0	-3
30	CCn1c(SCC(=O)Nc2ccccc2)nnc1-c1ccc(S(=O)(=O)N2CCOCC2)cc1	104	98	-6	-1	-4	4

no.	RGS8-Gao	Bim-Bcl-XL	Bim-Bfl-1	ABCB1 block	ABCG2 inh
21	94	1	0	0.5	2
22	97	-4	0	0.6	2
23	100	-8	-19	2.1	17
24	102	-2	0	1.9	5
25	100	-4	-8	0.2	0
26	99	-5	-3	0.5	1
27	98	-6	0	0.7	2
28	86	-4	-2	9.4	21
29	100	-5	-2	-0.1	1
30	99	-4	-8	0.5	3

Copied from the list.
For RGS8-Gao, entry 5 shows 103
For Bim-Bcl-B, entry 9 shows -2

Further results
no.	Compound	RGS4-Gao reg	RGS7-Gao reg	Bim-Bcl-B	Mcl-1 Bim block	Bim-Bcl-2	Bcl-W Bim block
31	O=c1[nH]c2ccc(F)cc2[nH]c1=O	99	100	-2	0	-1	-2
32	COc1ccc(C2C3=C(Nc4ncnn42)c2ccccc2CCC3)cc1 (stereo not drawn)	97	96	0	-1	1	0
33	CC1CC(C)CN(c2ccc(C(=O)OCC(=O)NC3CCCc4ccccc43)cc2[N+](=O)[O-])C1 (stereo not drawn)	93	94	-8	-1	-9	0
34	COCC(=O)Nc1nc2n(n1)C(c1ccc(Cl)cc1)CC(c1ccc(OC)cc1)N2 (stereo not drawn)	104	103	0	-2	4	-2
35	CCNC(=S)N/N=C/c1c(C)nn(-c2cccc(Cl)c2)c1Cl	101	99	-10	-5	-4	-6
36	Cc1ccc(N(CC(=O)NCc2ccccc2Cl)S(=O)(=O)c2cccs2)cc1	100	101	-8	-4	-11	0
37	N#CC1=C2SCC(O)(c3ccccc3)N2C(=O)CC1c1ccccc1 (stereo not drawn)	100	95	-7	0	-4	0
38	Cn1c(=O)c2c(nc(SCC(=O)N3CCc4ccccc4C3)n2C)n(C)c1=O	98	98	-4	0	0	-2
39	COc1cc(C2CC(=O)c3cnc(N4CCN(Cc5ccccc5)CC4)nc3C2)cc(OC)c1OC (stereo not drawn)	91	90	-4	-2	-4	-2
40	Cc1cccc(OCC(O)Cn2c(NCc3cccnc3)nc3c2c(=O)[nH]c(=O)n3C)c1 (stereo not drawn)	103	100	-9	-6	-13	0

no.	RGS8-Gao	Bim-Bcl-XL	Bim-Bfl-1	ABCB1 block	ABCG2 inh
31	102	-2	-3	0.4	0
32	108	0	0	-0.1	1
33	97	-5	-15	3.1	54
34	102	0	-2	0.6	16
35	106	-8	-4	0.4	2
36	100	-4	-16	2.3	6
37	99	-9	-8	0.5	3
38	99	-1	-1	0.5	2
39	98	0	-1	2.3	4
40	102	-11	-20	0.6	4

(further entries)
no.	Compound	RGS4-Gao reg	RGS7-Gao reg	Bim-Bcl-B	Mcl-1 Bim block	Bim-Bcl-2	Bcl-W Bim block
41	Cc1sc2nc(SCC(=O)NCc3ccco3)[nH]c(=O)c2c1C	72	100	-7	0	-6	0
42	Cc1cc(C(=O)CSc2nc3ccccc3n2CCC#N)c(C)n1Cc1cccs1	92	97	-16	-5	-7	-1
43	CCn1c(CC(=O)Nc2ccc(C)c(Cl)c2)nnc1SCc1ccc(Cl)c(Cl)c1	104	102	-4	1	-5	-6
44	Cc1ccc(NS(=O)(=O)c2cc(OCC(N)=O)c(C)cc2Cl)cc1	100	103	-5	-3	0	-1
45	COC(=O)CSc1ccccc1C(=O)OC	105	104	-2	-1	0	-2
46	Cc1ccc2oc(=O)n(CCCOc3ccccc3C)c2c1	96	89	-4	0	1	2
47	COc1ccc(N2CCN(C(=O)CN(c3ccccc3)S(C)(=O)=O)CC2)cc1	100	103	0	0	1	0
48	COc1ccc(CC(=O)N2CCN(c3ccc(C4=NNC(=O)CC4C)cc3)CC2)cc1 (stereo not drawn)	94	89	0	-1	0	1

no.	RGS8-Gao	Bim-Bcl-XL	Bim-Bfl-1	ABCB1 block	ABCG2 inh
41	83	-7	-9	0.1	1
42	98	-7	-14	3.2	22
43	102	-3	-5	0.1	1
44	100	-6	0	-1.2	-6
45	100	-2	-1	0.1	0
46	96	0	-6	0.4	4
47	105	0	-5	0.8	3
48	96	1	2	0.8	2

Assay outcomes: PubChem BioAssay, NMMLSC
